Rpn11 block = Rpn11 (human) deubiquitinase inhibition. calls only at 20 µM. O00487. human 26S proteasome, Ub4-pepOG fluorescence polarization; 20S core pre-blocked with epoxomicin. actives 0.59% (n = 360,000);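 active means inhibition at 20 µM, scaled to each plate's controls, above about 33%, limit read from the data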
Rin1 Abl inh = inhibitors of human Rin1-Abl protein interaction; P00519+Q13671; TR-FRET Rin1/Abl binding, biochemical; inhibition, % at 7.35 µM; actives 0.4% (n = 360,000); in the data active means inhibition above about 5%, passing the limit was not always enough
LMPTP block = LMPTP (human) inhibition | actives 0.22% (n = 360,000) | recombinant LMPTP-A, OMFP fluorogenic substrate, fluorescence intensity | inhibition, % at 20 µM | P24666 | AID 651560;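 active means compounds that cut the enzyme signal by at least half of the control window in the single-dose screen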;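 further: plate controls were DMSO wells with enzyme plus substrate for no effect and substrate without enzyme for full effect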
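Material: LMPTP-A; amount: 0.625 nM enzyme; doses: single 20 µM dose; times: reaction 50 min, room temperature, dark; technique: fluorescence intensity of OMFP turnover product; benchmarks: no-enzyme and uninhibited controls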
NadD inh = blocks S. aureus nicotinate mononucleotide adenylyltransferase; purified NadD enzyme, colorimetric absorbance read-out; inhibition, % at 20 µM; actives 0.78% (n = 360,000); AID 602399; in the data active means inhibition above about 26%; further: some compounds past the cut are filed as inactive
SUMO1 PPI mod = SUMO1-SIM interaction modulation | P63165 | SUMO1 binding to a labelled peptide, TR-FRET, 1 h | inhibition, % at 20 µM | actives 0.33% (n = 360,000) | AID 602429; in the data active means inhibition above about 37%
STEP inh = inhibitors of human striatal-enriched phosphatase STEP; P54829; recombinant STEP, OMFP fluorogenic substrate, fluorescence; inhibition, % at 20 µM; actives 0.25% (n = 360,000); AID 588621;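 active means inhibition at 20 µM, scaled per plate between control wells, above about 37%, limit read from the data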;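 further: 0% = DMSO with enzyme and substrate and 100% = substrate only without enzyme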
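Test system: STEP tyrosine phosphatase / Reagent: OMFP at 25 µM / Doses: 20 µM, 1% DMSO / Read-out: percent inhibition scaled to no-enzyme and uninhibited-enzyme controls, plate-pattern corrected / Detection: FITC-channel fluorescence of OMFP product / Medium: Bis-Tris buffer pH 6.0, 2.5 mM DTT, 0.005% Tween 20 / Schedule: 20 min at room temperature, dark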
CSN deneddyl inh = CSN deneddylation inhibition; actives 0.38% (n = 360,000); Q92905; Purified CSN, SCF-Nedd8-OG deneddylation, fluorescence polarization; inhibition, % at 12.5 µM;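 active means pattern-corrected inhibition above about 35%, with an unprinted fluorescence ratio check between 0.5 and 1.5, limit read from the data, passing the limit was not always enough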;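 further: 0% = enzyme with substrate and 100% = substrate without enzyme; some results filed as inactive read as strong as hits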
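Assay system: purified human Csn5 enzyme expressed in HEK293T cells; measure: % inhibition; also added: SCFSkp2-Nedd8OG substrate at 10 nM final; technique: fluorescence polarization; times: reaction 90 min, room temperature; medium: Tris buffer pH 7.5, NaCl, DTT, Tween-20, trehalose, ovalbumin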
Scp-1 inhibitor = blocks human Scp-1 phosphatase activity; Q9GZU7; Recombinant Scp1, phosphopeptide, malachite green phosphate absorbance; inhibition, % at 20 µM; actives 0.88% (n = 340,000);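 active means inhibition above about 50% at 20 µM, limit read from the data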;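 further: plate controls were DMSO wells with enzyme for no effect and wells lacking enzyme for full effect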
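assay system = SCP-1 phosphatase catalytic domain, residues 76-261 | buffer or medium = 50 mM Tris acetate pH 5.5, 0.005% Tween-20, 10 mM MgCl2 | incubation = enzyme reaction 45 min at room temperature, colour 5 min, stabilisation 30 min | signal = Phosphate-binding colour reagent, absorbance read at 630 nm | measure = % inhibition at 20 µM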
Neddylation inh = blocks human cullin neddylation. P61081+Q13564. TR-FRET cullin neddylation, biochemical. calls only at 25 µM. actives 0.58% (n = 360,000). AID 651699; in the data active means inhibition above about 36%
DNMT1 inh = blocks human DNA methyltransferase DNMT1. DNMT1 molecular beacon, Hinp1I cleavage, fluorescence. actives 0.83% (n = 360,000). inhibition (reported as % activation of signal), % at 10 µM. P26358; in the data active means inhibition above about 50%
Target sequence (P26358 504-1616 limits assumed): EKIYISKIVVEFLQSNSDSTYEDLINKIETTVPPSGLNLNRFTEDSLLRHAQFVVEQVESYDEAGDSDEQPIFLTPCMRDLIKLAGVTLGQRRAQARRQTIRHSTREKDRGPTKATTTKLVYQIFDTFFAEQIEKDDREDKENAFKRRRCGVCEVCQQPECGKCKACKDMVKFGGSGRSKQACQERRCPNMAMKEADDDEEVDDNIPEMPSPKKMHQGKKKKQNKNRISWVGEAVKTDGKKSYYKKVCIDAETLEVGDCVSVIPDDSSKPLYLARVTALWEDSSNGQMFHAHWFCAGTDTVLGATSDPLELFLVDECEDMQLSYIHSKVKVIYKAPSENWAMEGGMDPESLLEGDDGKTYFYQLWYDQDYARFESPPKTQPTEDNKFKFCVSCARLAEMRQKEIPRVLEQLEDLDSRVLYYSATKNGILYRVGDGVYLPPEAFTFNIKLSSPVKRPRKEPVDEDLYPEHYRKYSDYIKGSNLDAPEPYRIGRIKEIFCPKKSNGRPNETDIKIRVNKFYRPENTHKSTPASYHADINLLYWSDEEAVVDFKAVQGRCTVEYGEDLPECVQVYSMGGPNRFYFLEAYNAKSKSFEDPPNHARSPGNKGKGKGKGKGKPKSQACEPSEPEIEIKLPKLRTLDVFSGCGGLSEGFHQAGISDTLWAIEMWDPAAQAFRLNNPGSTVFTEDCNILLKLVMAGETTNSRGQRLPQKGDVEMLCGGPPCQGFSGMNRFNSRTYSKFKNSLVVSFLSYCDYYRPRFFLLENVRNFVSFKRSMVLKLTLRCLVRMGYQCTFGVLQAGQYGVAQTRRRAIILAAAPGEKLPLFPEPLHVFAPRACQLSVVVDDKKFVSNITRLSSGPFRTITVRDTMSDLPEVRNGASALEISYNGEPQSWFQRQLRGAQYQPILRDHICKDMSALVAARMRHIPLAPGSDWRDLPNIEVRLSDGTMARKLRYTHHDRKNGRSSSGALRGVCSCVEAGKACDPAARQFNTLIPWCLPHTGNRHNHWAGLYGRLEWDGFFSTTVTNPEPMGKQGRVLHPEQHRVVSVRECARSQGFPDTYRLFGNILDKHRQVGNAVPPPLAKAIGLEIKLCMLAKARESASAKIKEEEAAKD
The depositor's hits bear a star; i = inactive; / = no result given; + = active, no number.

SMILES | Rpn11 block | Rin1 Abl inh | LMPTP block | NadD inh | SUMO1 PPI mod | STEP inh | CSN deneddyl inh | Scp-1 inhibitor | Neddylation inh | DNMT1 inh
O=C1c2ccccc2NC(c2cn[nH]c2-c2ccc(Cl)cc2)N1O (stereo not given) | i | -1 | -1.5 | -1 | 2 | -4 | 2 | -18 | i | 2
C=CCOc1ccc(/C=C(\C#N)C(=O)Nc2ccccn2)cc1 | i | 0 | -1.4 | 1 | -18 | 2 | 2 | -2 | i | 1
CCOC(=O)Cc1csc(NS(=O)(=O)c2ccc(C(F)(F)F)cc2)n1 | i | 1 | 1.7 | 1 | 2 | -2 | 3 | -11 | i | -5
O=C(N/N=C\c1ccccc1F)c1ccc(-c2ccccc2)cc1 | i | 0 | 0.2 | -1 | 6 | 2 | 0 | -6 | i | 0
Cn1/c(=N/NC(=O)c2ccccc2F)sc2ccccc21 | i | 2 | -1.6 | -1 | 0 | 0 | 3 | 6 | i | 1
COc1ccc(C(=O)c2c(O)cc(-c3ccc(OC)cc3)oc2=O)cc1 | i | -1 | -1.6 | -4 | 12 | 1 | -4 | -12 | i | 1
Cc1ccc(C)c(OCCC(=O)OCC(=O)N(C)c2c(N)n(Cc3ccccc3)c(=O)[nH]c2=O)c1 | i | 0 | 1.1 | -6 | 2 | -3 | -1 | -1 | i | 4
O=C(CC(Nc1ccccc1)C(=O)O)c1ccccc1 (stereo not given) | i | -1 | 0.1 | -1 | -12 | 3 | 9 | -6 | i | 2
CN1CCN(NC(=O)Nc2ccc(Br)cc2)CC1 | i | -1 | -0.5 | -5 | -6 | 0 | 2 | -1 | i | 0
CCOC(=O)c1sc(NC(=O)Nc2ccccc2Cl)cc1C | i | -2 | 4.2 | -1 | 2 | 0 | 9 | -13 | i | -8
Cc1ccsc1/C=N/NC(=O)c1ccc([N+](=O)[O-])cc1 | i | -3 | 0.6 | 1 | -28 | 2 | 5 | -1 | i | 0
CCN1CCN(C(=S)Nc2cccc([N+](=O)[O-])c2)CC1 | i | -3 | -3.0 | -2 | -19 | 2 | -9 | 1 | i | 5
O=C(CN1C(=O)NC2(CCCCCC2)C1=O)Nc1ccc([N+](=O)[O-])cc1 | i | 3 | -1.7 | -2 | -31 | 2 | -2 | 3 | i | 0
NNC(=O)c1oc2nc(-c3ccccc3)cc(-c3ccco3)c2c1N | i | 1 | 6.2 | 18 | -5 | 1 | 15 | 0 | + | -19
Cc1cccc(-n2nnnc2-c2cnccc2C(F)(F)F)c1C | i | 2 | -0.9 | -4 | 1 | 0 | -1 | -1 | i | 0
Cn1c(N)c(C(=O)c2ccccc2)c(=O)n(C)c1=O | i | 1 | -0.6 | -2 | -3 | 0 | -1 | -4 | i | 4
COc1ccccc1/C=C1\SC(N2CCC(C)CC2)=NC1=O | i | 1 | -0.9 | 0 | -26 | -1 | -1 | -3 | i | 3
CCCCCn1nc(C)c2c(C)cc(=O)[nH]c21 | i | 0 | 0.0 | 3 | 3 | -14 | -1 | 5 | i | 5
COc1ccc(OC)c(NC(=O)COC(=O)c2ccc(S(=O)(=O)N3CCCCC3)cc2)c1 | i | 2 | 2.2 | -3 | 3 | 0 | 2 | / | i | -5
CCOc1ccccc1NC(=O)CCNC(=O)Cn1ccc2ccccc2c1=O | i | 3 | -1.6 | -6 | 5 | -2 | -1 | -1 | i | 0
CCCc1nc2ccccc2c(=O)n1CC(=O)c1ccc(OC)cc1 | i | -3 | -2.1 | -4 | -3 | -3 | -3 | -16 | i | 0
CC1(C)CC(=O)C=C(NCCN2CCN(C(=S)NC3CCCCC3)CC2)C1 | i | -2 | -0.9 | -2 | 2 | -1 | 0 | -4 | i | 6
C/C(=N\OC(=O)c1c(-c2ccccc2Cl)noc1C)c1ccncc1 | i | 0 | -1.1 | -3 | 0 | 2 | 0 | -5 | i | -4
O=[N+]([O-])c1cccc(-c2nnn(C34CC5CC(CC(C5)C3)C4)n2)c1 | i | 0 | 2.7 | 0 | -3 | 0 | 4 | -10 | i | 1
O=C1CN(C(=O)COC(=O)c2ccco2)c2ccccc2N1 | i | 0 | -0.1 | 0 | -6 | 2 | 2 | 22 | i | 4
CCc1cccc(NC(=O)C2CCCC2)c1 | i | 6 | -1.0 | 0 | 0 | -18 | -4 | -7 | i | -2
CN1CCc2c(sc(NC(=O)c3ccc(S(=O)(=O)N4CCOCC4)cc3)c2C(N)=O)C1 | + | -10 | 1.4 | 3 | -19 | 2 | 17 | -9 | i | -15
Cc1ccccc1N=C(NO)c1cccnc1 | i | 0 | -0.4 | -6 | 0 | 1 | -5 | -4 | i | -1
COc1ccc(OC)c(NC2=C(Cl)C(=O)N(Cc3ccccc3)C2=O)c1 | i | -1 | 2.4 | -7 | -19 | 1 | -4 | -9 | i | -7
CC(C)Cc1cc(C(=O)N2CCN(c3ccc(F)cc3)CC2)no1 | i | -1 | -0.5 | 2 | -3 | 0 | -1 | -7 | i | -2
CN(C)c1ccc(C(C(=O)NC2CCCCC2)N(Cc2ccco2)C(=O)c2snc(C(N)=O)c2N)cc1 (stereo not given) | i | 0 | 2.7 | 5 | -11 | 1 | 3 | -4 | i | -3
CCCCOc1ccc(C(=O)NCC(=O)NNC(=O)c2ccco2)cc1 | i | 4 | -1.4 | -3 | 5 | 0 | -2 | -15 | i | 3
CC1CN(C(=O)COC(=O)c2ccc(S(=O)(=O)N(C)C)cc2)CC(C)O1 (stereo not given) | i | -3 | -1.6 | -10 | 1 | -4 | 5 | -6 | i | 2
CC1CCN(Cc2c(C(=O)N/N=C/c3cccc(C(F)(F)F)c3)nnn2-c2nonc2N)CC1 | i | 1 | 1.7 | 9 | 4 | 2 | -4 | -12 | i | 41
COc1ccc(/C=N/Nc2nc3ccccc3[nH]2)c(OC)c1OC | i | -2 | 0.9 | -2 | -7 | 2 | -5 | -11 | i | 1
O=C(Nc1nncs1)C12CC3CC(CC(Cl)(C3)C1)C2 | i | -1 | -0.6 | -8 | -3 | -2 | 0 | -6 | i | 0
COCCn1c(SCC(=O)NCCc2ccccc2)nc2c([nH]c3ccccc32)c1=O | i | 0 | -1.1 | -5 | 1 | 3 | -4 | -10 | i | 18
O=C(O)CSc1nnc(CNc2ccccc2Cl)n1-c1ccccc1 | i | -1 | 0.0 | 0 | 2 | -1 | 0 | -10 | i | 2
CC(NC(=O)CCC(=O)NCc1ccc(F)cc1)c1ccccc1 (stereo not given) | i | 0 | -0.6 | -5 | -3 | -1 | 12 | -7 | i | -1
Cn1cc(C(=O)C(=O)N2CCc3ccccc32)c2ccccc21 | i | -3 | 1.7 | 7 | 6 | 1 | -3 | -8 | i | 2
O=C(COC(=O)c1ccccn1)NNC(=O)c1ccc([N+](=O)[O-])cc1 | i | 6 | -1.1 | -2 | -36 | -1 | 4 | -7 | i | 0
Cc1c(C)c2c(OCC(=O)N[C@@H](CC(C)C)C(=O)O)cc3c(c2oc1=O)CCC(C)(C)O3 | i | 0 | 0.9 | 11 | -10 | 2 | -3 | -2 | / | -1
CCOC(=O)Cn1cnc2c(nnn2-c2ccc(OC)cc2)c1=O | i | -1 | -1.3 | -3 | 11 | 0 | -4 | -6 | i | 0
CCNC(=O)C1(C)CCN(C(=O)c2ccccc2C(F)(F)F)C1 (stereo not given) | i | -1 | -1.1 | 6 | -1 | -1 | -6 | / | i | -2
O=C1OCCC1Sc1nc2ccccc2n1-c1ccccc1 (stereo not given) | i | 1 | -0.8 | -1 | 0 | 2 | 4 | -6 | i | -2
Cc1nnsc1SCCNC(=O)c1c(F)cccc1F | i | 2 | -1.2 | -5 | -1 | -1 | -6 | -4 | i | 3
Cc1cc(S(=O)(=O)NCc2ccncc2)c(C)cc1Br | i | -1 | 3.0 | -1 | 2 | -1 | -1 | -5 | i | 1
CCN(CC(=O)Nc1ccccc1OC)C(=O)C1CC2C=CC1C2 (stereo not given) | i | 4 | -0.6 | -2 | 0 | -1 | -1 | 0 | i | 0
CC(=O)c1ccc(N2CCN(C(=O)CCC(=O)Nc3ccc4nc(N5CCN(C)CC5)cc(C)c4c3)CC2)cc1 | i | -1 | 2.0 | 1 | -16 | 5 | 3 | -4 | i | -1
CC(=O)Nc1ccc(NC(=O)CSC2=NS(=O)(=O)c3cc(F)ccc3N2)cc1 | i | 1 | 0.6 | -4 | 6 | -1 | -2 | -1 | i | 1

The listing continues:
SMILES | Rpn11 block | Rin1 Abl inh | LMPTP block | NadD inh | SUMO1 PPI mod | STEP inh | CSN deneddyl inh | Scp-1 inhibitor | Neddylation inh | DNMT1 inh
O=C(Nc1ccc2c(c1)OCO2)c1ccc(S(=O)(=O)N2CCCC2)cc1 | i | 0 | 0.7 | -3 | 9 | -2 | 2 | -9 | i | -2
CCOC(=O)/C=C1\SCC(=O)N1CC(=O)NC(C)c1ccccc1 (stereo not given) | i | -2 | -3.2 | -7 | -1 | -2 | 4 | 0 | i | 1
NC(=O)c1ncn([C@@H]2O[C@H](CNCc3ccc(OCC(=O)Nc4nccs4)cc3)[C@@H](O)[C@H]2O)n1 | i | -5 | -0.4 | 1 | 2 | 0 | 3 | -4 | i | 3
Cc1ccc(Nc2nnc(C)c3ccccc23)c(C)c1 | i | 0 | 0.0 | -1 | -1 | -1 | -1 | -8 | i | 2
COc1ccc(C/C(C)=N/NC(=O)c2cc(C)oc2C)cc1 | i | -2 | -0.2 | 2 | 1 | -1 | -7 | 4 | i | 1
Cc1ccc(C)c(N(C(=O)CNC(=O)c2ccco2)C(C(=O)NCC2CCCO2)c2ccccc2)c1 (stereo not given) | i | 2 | 0.1 | 0 | 0 | -2 | -2 | 9 | i | -1
Cc1ccc(S(=O)(=O)N2CCN(c3ncccn3)CC2)c(C)c1 | i | 2 | -0.4 | -5 | 0 | 1 | 1 | -4 | i | 1
CCOC(=O)c1ccc(NC(=S)NCCCN2CCN(C3CCCCC3)CC2)cc1 | i | 0 | -4.4 | -9 | 2 | 0 | 2 | -10 | i | 3
O=C(CN1CCN(Cc2ccc3c(c2)OCO3)CC1)N1CCc2[nH]c3ccc(F)cc3c2C1 | i | -1 | 0.5 | -4 | 0 | -1 | -4 | -18 | i | -4

From PubChem BioAssay
